West Nile antiviral: West Nile virus antiviral activity, cell-based, CPE readout (AID 1621). West Nile virus-infected cells, CPE inhibition; higher % means a stronger effect. CPE inhibition, % at 10 µM, or IC50 in µM where a hit was titrated. 0.02% of 290,000 active; in the data active = a potency from the dose series; inconclusive = CPE inhibition mostly from about 3.7% at the one dose, without a potency; inactive = the rest, 99 in 100 with CPE inhibition below about 2.2%; note: strong numbers were not always called active
Siah-1 displacement: Siah-1 peptide-binding antagonists, primary screen, biochemical, fluorescence polarization, rhodamine-plectin, uHTS (AID 1817) | E3 ubiquitin-protein ligase SIAH1 (Homo sapiens) | Siah-1 / rhodamine-plectin peptide fluorescence polarization; higher % means a stronger effect | displacement, % at 20 µM, or IC50 in µM where a hit was titrated | 0.02% of 290,000 active;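 active = displacement of at least 50% at 20 µM, with a fluorescence ratio check between 0.3 and a set limit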;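 note: plate controls were Siah plus tracer with DMSO for no effect and tracer alone without Siah for full effect; strong numbers were not always called active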
CSM14.1 death rescue: rescue of cells from ER stress-induced death, primary screen, 384-well, CSM14.1, thapsigargin, ATP luminescence (AID 1222); one-dose cellular ATP content (survival), % at 20 µM; EC50 in µM for titrated hits; 190,000 tested, under 10 active; CSM14.1 thapsigargin-induced death rescue, ATP luminescence; higher % means a stronger effect;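 active = EC50 below 50 µM in the dose-response confirmation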;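 note: death triggered by thapsigargin at about 15 µM added after 2 h compound pretreatment; cell ATP read after overnight thapsigargin exposure of roughly 18 to 22 hours; normalized against plate controls of thapsigargin alone and 5% DMSO vehicle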
Salmonella PhoP GFP: inhibitors of PhoP regulon expression, primary screen, Salmonella Typhimurium, GFP reporter (AID 1863) | one-dose inhibition, % at 50 µM; IC50 in µM for titrated hits | 0.16% of 300,000 active | S. Typhimurium PhoP-regulated promoter GFP reporter, 4 h; higher % means a stronger effect;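 active = inhibition over 29.93%, a cutoff 3 SD above the screen mean, later confirmed by dose response; inconclusive = inhibition over 29.93% but no dose response follow-up; inactive = inhibition at most 29.93% or unconfirmed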;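 note: 0% = low Mg2+ inducing control and 100% = high Mg2+ repressing control; strong numbers were not always called active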
Yfh1-depleted yeast: enhancers of respiration in Yfh1-depleted yeast, dose response, Friedreich's ataxia, plus single-dose screen (AID 1465); one-dose fold induction at 50 µM; EC50 in µM for titrated hits; 0.074% of 220,000 active; S. cerevisiae Yfh1-off respiration, WST-1 reduction, 72 h; higher fold induction means a stronger effect;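 active = fold induction of absorbance versus untreated yeast above a set limit, then at least 30% activation at any dose in follow-up; inconclusive = repeats straddling the limit, or above it without dose testing; inactive = fold induction below the set limit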;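 note: activators that raise dye reduction in frataxin-depleted yeast; strong numbers were not always called active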
M1AAP inhibition: P. falciparum M1AAP inhibitors, biochemical, fluorogenic H-Leu-NHMec substrate, 1536-well (AID 1445) | Aminopeptidase N (Plasmodium falciparum (isolate 3D7)) | 0.42% of 220,000 active | recombinant M1AAP, H-Leu-NHMec fluorogenic kinetic assay; higher % means a stronger effect | one-dose inhibition, % at 30 µM; IC50 in µM for titrated hits;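 active = primary inhibition above the hit cutoff, then over 50% inhibition at one or more dose response concentrations, cut at about 23% in these data, passing the limit was not always enough; inconclusive = conflicting primary data, or primary hits not chosen for dose response; inactive = low primary inhibition, or under 50% at every dose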;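 note: plate controls were DMSO full reaction for no effect and no enzyme background for full effect; strong numbers were not always called active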
XIAP antagonists: XIAP antagonists, biochemical, IAP family, fluorescence polarization (AID 1018) | displacement, % at 20 µM; hits with a dose series show IC50 in µM | E3 ubiquitin-protein ligase XIAP (Homo sapiens) | XIAP BIR domain, fluorescence polarization peptide displacement; higher % means a stronger effect | 0.007% of 200,000 active; in the data active = displacement above about 50%; note: a part of the inactive calls stands beside numbers as strong as those of hits
M17LAP inhibition: P. falciparum M17LAP inhibitors, primary screen, biochemical, fluorogenic H-Leu-NHMec substrate, 1536-well (AID 1619); Leucine aminopeptidase (Plasmodium falciparum (isolate 3D7)); recombinant M17LAP, H-Leu-NHMec fluorogenic kinetic assay; higher % means a stronger effect; one-dose inhibition, % at 30 µM; IC50 in µM for titrated hits; 0.38% of 220,000 active;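 active = compound inhibiting the enzyme by more than half at any dose during confirmatory dose-response retesting; inconclusive = strong single-dose inhibitors picked by rank but not retested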;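 note: plate controls were full reaction with DMSO carrier for no effect and no enzyme background for full effect; strong numbers were not always called active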
PMI inhibition: human PMI inhibitors, high substrate, primary screen, biochemical, fluorescence intensity, high mannose 6-phosphate (AID 1220). Mannose-6-phosphate isomerase (Homo sapiens). recombinant PMI enzyme, coupled fluorescence intensity; higher % means a stronger effect. inhibition, % at 20 µM, or IC50 in µM where a hit was titrated. 0.66% of 190,000 active; in the data active = inhibition above about 50%
An asterisk follows results filed as active; i = inactive; ? = inconclusive; . = not tested or not shown.

structure | West Nile antiviral | Siah-1 displacement | CSM14.1 death rescue | Salmonella PhoP GFP | Yfh1-depleted yeast | M1AAP inhibition | XIAP antagonists | M17LAP inhibition | PMI inhibition
CCOC(=O)c1[nH]c2ccc(F)cc2c1NC(=O)CCN1CCOCC1 | 0.1% | 3% | -1.8% | 3% | i | 7% | -4.3% | 5% | -4%
COc1ccc2c(c1O)-c1ccccc1CCN(C)C2 | -0.3% | -4% | -1.3% | 5% | i | -2% | -0.9% | 1% | 7%
CCn1c(-c2cccnc2Cl)nc2cc(C)c(C)cc21 | -0.3% | 2% | 0.8% | -5% | i | 17% | -5.1% | 20% | 4%
CCOC(=O)c1c(N2C(=O)C3CC(C)=C(C)CC3C2=O)sc(C)c1C (stereo unspecified) | -0.4% | -2% | 0.2% | 3% | i | 1% | 0.4% | -3% | 2%
CS(=O)(=O)N1CCN(c2ccc([N+](=O)[O-])c3cccnc23)CC1 | -0.7% | 3% | . | -12% | i | 10% | . | 7% | .
CCOc1ccc(C(C)NC(=S)NC2CCCCC2)cc1 (stereo unspecified) | -1.5% | 2% | 0.0% | 0% | i | 6% | -4.8% | -4% | 5%
O=C(c1c[nH]c2ccc(F)cc2c1=O)N1CCCCCC1 | 0.2% | -6% | -2.1% | -1% | i | 4% | 0.3% | 24% | -6%
COC(=O)c1nc2cc3c(cc2c(C)c1C(=O)OC)OCO3 | 0.6% | -3% | -1.3% | -14% | i | 2% | -2.2% | 3% | -6%
CC(C)(C)C(=O)Nc1ccc(NC(=O)C(C)(C)C)cc1 | 0.0% | -2% | . | -1% | i | 5% | . | 3% | .
CCCc1nc2c(c(=O)c3ccccc3n2C)c(=O)n1C1CCCCCC1 | 14% | 6% | 13% | -13% | i | 1% | -4.1% | -11% | -9%
COc1ccc(NC(=O)CC2C(=O)N(C)C(=S)N2Cc2cccs2)cc1 (stereo unspecified) | -0.2% | -4% | -3.3% | -4% | i | 1% | -8.5% | 9% | -3%
CN(C)S(=O)(=O)c1cccc(NC(=O)COC(=O)COc2ccc(Br)cc2)c1 | 0.4% | 15% | . | -5% | i | 6% | . | 0% | .
NS(=O)(=O)c1ccc(NC(=S)Nc2nn(Cc3ccc(Cl)cc3Cl)cc2Cl)cc1 | -0.9% | 4% | -0.9% | 14% | i | 2% | -4.1% | -11% | 3%
CCN(CCCNC(=O)C1CCN(S(=O)(=O)CC)CC1)c1ccccc1 | -0.4% | 2% | 0.3% | -10% | i | 8% | -0.3% | 3% | 14%
CSc1ccccc1NC(=O)CN(C)Cc1ccc(Br)cc1 | -1.5% | 0% | -1.1% | -4% | i | 10% | -0.4% | 1% | 15%
Clc1ccc(C2=NNC(=NCc3ccccc3)SC2)cc1 | -0.7% | -1% | 3.4% | 1% | i | 4% | -6.5% | 0% | 0%
CC1CCCCN1C(=O)CN1CCC(c2nc3ccc(Cl)cc3[nH]2)CC1 (stereo unspecified) | -0.9% | 9% | 0.4% | 1% | i | 6% | -4.7% | 0% | -3%
CC(=O)N(C)C1(c2nnnn2CCOC(=O)Nc2ccc(Cl)cc2)CCCCC1 | 0.0% | -1% | -2.1% | -5% | i | 0% | -0.9% | 6% | 7%
COc1cc(C(=O)Nc2nc3ccccc3s2)ccc1OCc1c(C)noc1C | 0.0% | -2% | 5.2% | 1% | i | -1% | -0.8% | 3% | 7%
COc1ccccc1-c1nc(C#N)c(N2CC(C)CC(C)C2)o1 (stereo unspecified) | -0.4% | 2% | -1.7% | 0% | i | 1% | -1.7% | -3% | -9%
NS(=O)(=O)c1ccc(CNC(=O)c2ccc(Br)o2)cc1 | -0.3% | -2% | 2.1% | -6% | i | 10% | -4.9% | -5% | 9%
CCC1Sc2ccccc2N(CC(=O)NC2CCCCC2)C1=O (stereo unspecified) | -0.9% | 7% | -0.4% | 5% | i | -2% | -4.5% | 2% | 18%
COc1ccc(NC(=S)N2CCc3cc(OC)c(OC)cc3C2)cc1 | 0.0% | -5% | . | -10% | i | -6% | . | -3% | .
O=[N+]([O-])c1cccc(C=Nc2cc3c(cc2Br)OCCO3)c1 | -0.6% | 4% | 1.1% | 14% | i | 0% | -13% | -13% | 0%
Cc1c(N/C(=N/S(=O)(=O)c2ccccc2)c2ccc(Cl)cc2)c(=O)n(-c2ccccc2)n1C | -0.5% | -3% | -3.6% | -2% | i | -4% | -5.5% | 9% | 1%
O=C(N/N=C/c1sc(N2CCOCC2)nc1-c1ccccc1)c1ccccc1F | -0.3% | 11% | . | -5% | i | 3% | . | 3% | .
O=C(CSc1nnnn1C1CCCC1)Nc1ccc2c(c1)OCO2 | -0.1% | 4% | -2.2% | -10% | i | 10% | 1.1% | 6% | 0%
O=c1cc(N2CCCC2)c(-c2ccccc2)n[nH]1 | -0.2% | 5% | 0.7% | 2% | i | -1% | -8.2% | -2% | 15%
CC1=C(CCN2CCN(C3CCCC3)C(CCO)C2)C(C)(C)CCC1 (stereo unspecified) | -1.1% | 3% | -3.0% | 4% | i | 0% | -8.2% | -3% | 13%
CCSc1nnc(NC(=O)CSc2nc3c(c(=O)n2-c2ccccc2)SCC3)s1 | 0.1% | 10% | 0.7% | 2% | i | 1% | -2.6% | -1% | 39%
COc1ccc(NC(C)=O)cc1S(=O)(=O)NC(Cc1ccccc1)C(=O)O (stereo unspecified) | 0.0% | -4% | . | -4% | i | -10% | . | -2% | .
NNC(=O)c1cncn1-c1ccc(F)cc1 | . | 6% | 0.4% | 0% | i | 3% | -6.2% | 4% | 3%
CCOCC(=O)N1CCN(c2ccc(F)cc2)CC1 | 0.5% | 0% | . | 1% | i | -3% | -3.7% | 3% | 10%
CCCc1nc(N)nc2c1C(=O)CC(C)(C)C2 | 0.3% | -2% | -0.1% | 8% | i | 3% | -1.1% | -3% | -3%
O=C(c1cccc(S(=O)(=O)N2CCCC2)c1)N1CCN(c2ccccc2)CC1 | -0.2% | -5% | -2.1% | 3% | i | 1% | -2.4% | -5% | 9%
COc1ccc(-c2cn(-c3ccc(C)cc3)c(=O)n2CC(=O)Nc2cccc(F)c2)cc1 | -0.6% | 1% | -0.2% | 4% | i | 1% | -4.7% | 6% | 12%
Cc1ccc(C(=O)Nc2nnc(C)s2)o1 | -0.7% | -4% | 3.3% | -2% | i | 3% | -2.3% | 10% | -5%
CC(c1ccccc1)N1CC(C(=O)NC2CCCC2)CC1=O (stereo unspecified) | 0.9% | -3% | -0.1% | 1% | i | 10% | -0.9% | 3% | -4%
COc1ccc(Cl)cc1NC(=O)NCCN1CCNC1=O | 0.2% | -6% | . | 5% | i | -6% | . | -4% | .
CC(=O)C1C(c2ccc(Br)cc2)c2c(noc2C)CC1(C)O (stereo unspecified) | 2.3% | 1% | . | -2% | i | -9% | . | -9% | .
CCOc1ccc(/C=C2\C(=O)c3ccccc3OC2c2ccccc2)cc1 (stereo unspecified) | 1.4% | 1% | 4.4% | -1% | i | -4% | -5.0% | -7% | -1%
O=c1c2ccccc2nc(-c2cccs2)n1-c1ccc2ccccc2c1 | -0.6% | -11% | -4.5% | -30% | i | 1% | -2.1% | -3% | -3%
Cc1cnc(C(=O)OCC(=O)NC(C)C)cn1 | -0.2% | 0% | -0.4% | -1% | i | -1% | -3.3% | -7% | -4%
Cc1cc(C)c(C#N)c(SCC(=O)c2cc(C)n(CCc3ccccc3)c2C)n1 | 1.8% | -6% | -0.1% | -7% | i | -2% | -3.7% | 2% | 3%
CC(C)(C)OC(=O)N[C@@H](Cc1c[nH]c2ccccc12)c1nnc(SCC(N)=O)o1 | -0.8% | 3% | -3.3% | 4% | i | 2% | -1.5% | 12% | 14%
O=C(Nc1nc(-c2ccccc2Cl)cs1)c1cccnc1 | -0.3% | 0% | -4.1% | -7% | i | 1% | -6.0% | -3% | -1%
Cc1cc(=O)n2c3ccccc3n(CC(O)CN3CCCCC3)c2c1C#N (stereo unspecified) | -0.8% | 0% | 25% | 3% | i | 6% | -2.4% | 6% | 2%
Cc1cc(C)n2nc(SCc3ccccc3)nc2n1 | 0.4% | 4% | . | -6% | i | 2% | . | -6% | .
CCn1c(=O)cc(C(=O)OC)sc1=Nc1ccc(F)c(F)c1 | ? | 3% | 1.4% | -8% | i | 20% | 0.3% | 9% | 12%
CN1/C(=C/C2CC(=O)N(c3cccc4ccccc34)C2=O)C(C)(C)c2ccccc21 (stereo unspecified) | 0.6% | -2% | -0.5% | 35% | i | 12% | -6.9% | 3% | -86%

(further entries)
structure | West Nile antiviral | Siah-1 displacement | CSM14.1 death rescue | Salmonella PhoP GFP | Yfh1-depleted yeast | M1AAP inhibition | XIAP antagonists | M17LAP inhibition | PMI inhibition
O=C(COC(=O)c1ccccc1F)c1ccc(-n2nncc2-c2ccco2)cc1 | 0.3% | 5% | 0.0% | 13% | i | 3% | 0.2% | 11% | 6%
Cc1cc(C(=O)CN2C(=O)NC(c3ccccc3)(c3ccccc3)C2=O)c(C)n1Cc1ccccc1 | 0.1% | 2% | 6.0% | -8% | i | 1% | -1.9% | 4% | -1%
CC(NCc1ccc(S(N)(=O)=O)cc1)C(=O)N1c2ccccc2CC1C (stereo unspecified) | 0.0% | 11% | . | -1% | i | -2% | . | -11% | .
NC(=O)C1(S(=O)(=O)c2ccccc2)CCCCC1 | 0.2% | 2% | 3.4% | -3% | i | 21% | -5.2% | 2% | 2%
O=C(CSc1nnc2ccccn12)Nc1cccc(S(=O)(=O)N2CCOCC2)c1 | -0.3% | 4% | -0.6% | 8% | i | -3% | -4.6% | -5% | 2%
O=C(c1ccc2c(c1)OCCO2)C1CCN(C(=O)c2ccc(F)c(F)c2)CC1 | -0.6% | 0% | 0.6% | -2% | i | 6% | -6.1% | -6% | 11%
COc1cccc(/C=N/NC(=O)c2ccccc2NC(=O)c2ccco2)c1OC | 0.1% | 13% | . | 5% | i | 9% | . | 14% | .
CCOc1ccccc1-c1nc(-c2cc3ccccc3nc2OC)no1 | 0.1% | 0% | 0.7% | -3% | i | -3% | -2.6% | -6% | 12%
C=CCOC(=O)C1=C[C@H](c2cn(C(C)=O)c3ccccc23)[C@@H](CCCO)[C@H](OCC)O1 | -0.8% | 1% | 0.5% | -11% | i | 8% | -23% | 2% | 17%
O=C(COc1cccc(NC(=O)c2cccs2)c1)c1ccc(F)cc1 | -0.8% | 1% | -3.6% | 2% | i | 2% | -15% | 1% | 2%
CC[C@H]1CN2CCc3cc(OC)c(OC)cc3[C@@H]2C[C@@H]1C[C@H]1NCCc2cc(OC)c(OC)cc21 | -0.7% | 5% | 1.8% | 0% | i | -3% | -1.1% | 21% | -6%
